G6PDH counter – L. mesenteroides G6PDH inhibitors, counter-screen for G6PDH-coupled screening assays, biochemical, Leuconostoc mesenteroides enzyme; glucose-6-phosphate dehydrogenase [Leuconostoc mesenteroides]; Purified L. mesenteroides G6PDH, diaphorase/resazurin coupled fluorescence, 45 min; inhibition, % at 5 µM; 200,000 tested, 0.12% active; AID 1020, 2008
Diaph act CS – compounds boosting diaphorase resazurin reduction – biochemical, uHTS, resorufin fluorescence, counter-screen for diaphorase-coupled primary assays, primary screen | Diaphorase/resazurin coupled assay, 16 min; hits give high values; 1 = vehicle wells, 0 = NADH-free wells | activation factor at 20 µM | 190,000 tested, 0.005% active;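 active means diaphorase activity raised at least twofold by the compound at 20 µM; inactive means activation factor below 2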
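Material: Clostridium kluyveri diaphorase, purified enzyme; Quantity: enzyme 0.07 U/mL final; Medium: HEPES pH 7.4 buffer with MgCl2 and Tween 20; Dosing: single compound dose of 20 µM, 1% DMSO final; Schedule: 16 min reaction at room temperature; Measured by: red resorufin fluorescence at 544/590 nm excitation/emission.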
Diaphorase inh – diaphorase inhibitors and chemical oxidizers, primary screen, counter-screen for diaphorase-coupled primary assays, biochemical, uHTS, resorufin fluorescence | diaphorase resazurin-to-resorufin fluorescence, NADH, 16 min; bacterial (C. kluyveri) enzyme, not human | inhibition, % at 20 µM | 190,000 tested, 0.69% active | AID 1217, 2008;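 active means primary screen inhibition at 20 µM above a set limit, cut at about 50% in these data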;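 further: plate controls were DMSO with full reaction for no effect and wells lacking NADH for full effect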
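material = Clostridium kluyveri diaphorase enzyme | amount = 0.14 U/mL diaphorase, enzyme working solution | schedule = incubation 16 min, room temperature | detection = fluorescence of resorufin formed from resazurin, Ex 544/Em 590 nm | benchmarks = positive control minus NADH, DMSO neutral control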
Redox H2O2 prof – compounds producing H2O2 with reducing agent – biochemical, NIH compound library profiling, artefact control for MLSCN library redox annotation, primary screen. DTT-dependent redox cycling H2O2, phenol red/HRP absorbance; 100% = 100 µM peroxide control, 0% = buffer. activation, % at 10 µM. 200,000 tested, 0.03% active;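 active means activation of at least 50% relative to the plate's high and low controls in the primary single-dose screen; inactive means activation below 50%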;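 further: compound incubated with DTT at 0.8 mM final as the reducing agent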
TLR4 MyD88 comp – inhibitors of TLR4-MyD88 association in cells, primary screen, cell-based, HeLa CL3-4, BLA complementation, FRET ratio | inhibition, % at 8.4 µM | HeLa CL3-4 TLR4/MyD88 BLA complementation | AID 861, 2007 | 200,000 tested, 0.18% active | Toll-like receptor 4 (Homo sapiens) + Myeloid differentiation primary response protein …; in the data active means inhibition above about 25%;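 further: 0% = vehicle and 100% = reference inhibitor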
L major viab – Leishmania major promastigote growth inhibition, primary screen; Leishmania major promastigotes, resazurin fluorescence viability; inhibition, % at 10 µM; 200,000 tested, 9% active;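 further: promastigotes grown with compound for 44 hours at 28 °C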
S1P3 antag – S1P3 receptor antagonists, primary screen, cell-based | Sphingosine 1-phosphate receptor 3 (Homo sapiens), Q99500 | AID 485, 2006 | CHO S1P3 NFAT-BLA reporter, FRET fluorescence, antagonist mode | 170,000 tested, 0.27% active | inhibition, % at 4.98 µM;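 active means inhibition above the plate cutoff, the mean inhibition of test wells on that plate plus 3 SD, cut at about 28% in these data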;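 further: cells challenged with S1P at its EC80 of 0.8 µM; blue over green emission ratio from cleaved BLA substrate after 4 h stimulation; 0% = S1P-stimulated wells and 100% = unstimulated DMSO-only wells; some compounds past the cut are filed as inactive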
Target sequence (Q99500 whole entry, looked up): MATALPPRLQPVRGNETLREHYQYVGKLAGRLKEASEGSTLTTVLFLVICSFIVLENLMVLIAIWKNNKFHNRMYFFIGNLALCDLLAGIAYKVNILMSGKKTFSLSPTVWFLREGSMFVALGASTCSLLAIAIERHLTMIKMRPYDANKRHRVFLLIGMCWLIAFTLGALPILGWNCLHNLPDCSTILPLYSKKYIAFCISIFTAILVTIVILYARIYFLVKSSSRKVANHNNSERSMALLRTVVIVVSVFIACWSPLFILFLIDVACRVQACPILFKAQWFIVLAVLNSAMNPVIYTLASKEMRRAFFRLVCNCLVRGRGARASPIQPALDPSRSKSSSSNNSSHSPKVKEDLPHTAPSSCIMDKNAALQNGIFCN
Hsp70 activator – Hsp70 transcriptional activators, primary screen, cell-based, HeLa, Hsp70 promoter luciferase, luminescence, 10 µM; HeLa Hsp70 promoter luciferase reporter; scaled: vehicle 0, proteasome-inhibitor control 100%; activation, % at 10 µM; 200,000 tested, 0.04% active; AID 1203, 2008;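 active means activation above the mean across all tested compounds plus 3 SD, cutoff set per campaign, cut at about 5.5% in these data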;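 further: 100% = MG132 at 30 µM as the positive control and 0% = DMSO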
PMI act hi M6P – human PMI activators, high substrate, primary screen, biochemical, fluorescence intensity, near-saturating mannose 6-phosphate. Mannose-6-phosphate isomerase (Homo sapiens), P34949. coupled PMI enzyme assay, resazurin fluorescence, 20 min; hits give high values; 1 = untreated enzyme, 0 = substrate-free blank. activation factor at 20 µM. 190,000 tested, 0.34% active;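 active means activation factor of 2 or more at 20 µM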
Target sequence (P34949 whole entry, looked up): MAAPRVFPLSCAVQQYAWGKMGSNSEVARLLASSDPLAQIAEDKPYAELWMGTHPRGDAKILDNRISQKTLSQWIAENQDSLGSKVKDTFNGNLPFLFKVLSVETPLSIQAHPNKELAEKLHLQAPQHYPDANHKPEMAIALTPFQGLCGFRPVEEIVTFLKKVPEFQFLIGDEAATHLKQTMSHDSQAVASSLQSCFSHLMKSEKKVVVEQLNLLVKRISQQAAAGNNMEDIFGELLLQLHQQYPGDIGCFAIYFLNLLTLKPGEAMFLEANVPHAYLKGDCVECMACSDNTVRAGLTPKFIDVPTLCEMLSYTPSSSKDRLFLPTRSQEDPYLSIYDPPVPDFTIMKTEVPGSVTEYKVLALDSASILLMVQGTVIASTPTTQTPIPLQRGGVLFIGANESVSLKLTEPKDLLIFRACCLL
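Test system: human phosphomannose isomerase with PGI, G6PDH, diaphorase coupling enzymes; amount: 15 ng/mL PMI; incubation: enzyme reaction with compound 20 min at room temperature; technique: resorufin fluorescence (Ex 544/Em 590 nm) from resazurin via diaphorase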
RAM inhibit – inhibitors of the yeast RAM network, primary screen, dse1pr::URA3 reporter, 5-FOA selection. 190,000 tested, 1.8% active. S. cerevisiae dse1pr::URA3 reporter, 5-FOA growth OD615, 2 d; analog-sensitive cbk1-as2 kinase mutant strain. AID 868, 2007. inhibition, % at 50 µM;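 active means inhibition above a set limit, 3 SD over mean compound inhibition, cut at about 8.4% in these data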;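 further: 0% = DMSO-only wells with no growth and 100% = 10 µM 1-NA-PP1 full growth; inhibition rescues growth on 5-FOA so higher OD means more RAM inhibition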
PMI act – activators of human PMI, primary screen, biochemical, fluorescence intensity, near-Km mannose 6-phosphate. Mannose-6-phosphate isomerase (Homo sapiens), P34949. purified human PMI, coupled resazurin fluorescence, 20 min; hits give high values; 1 = vehicle control, 0 substrate-free wells. activation factor at 20 µM. 190,000 tested, 0.005% active;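 active means activation factor of 2 or more at 20 µM, relative to plate controls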
The depositor's hits bear a star; nt = not tested or not shown. Unless noted, no stated cut-off is given here; in the data, active means inhibition above about 50%; inactive means the rest.

SMILES | G6PDH counter | S1P3 antag | RAM inhibit | PMI act hi M6P | L major viab | Diaphorase inh | PMI act | Diaph act CS | Redox H2O2 prof | Hsp70 activator | TLR4 MyD88 comp
CCn1cc(C(=O)NCc2ccc(OC)cc2OC)c(=O)c2ccc(C)nc21 | -4 | 17 | nt | 1 | nt | 10 | 0.9 | 0.9 | nt | nt | nt
COCCNC(=O)CN1CCC(NC(=O)C(C)(C)C)CC1 | 1 | nt | -0.5 | 0.9 | -6 | 6 | 0.9 | 0.9 | -4.5 | -0.3 | 5
CCCn1c2c(c(O)c(C(=O)NC)c1=O)CCCC2 | 0 | 11 | -0.3 | 1 | -5 | 12 | 1 | 0.9 | 2.6 | 0.2 | 13
CCNC(=S)N/N=C(\C)c1cc2ccccc2o1 | 4 | 11 | 2.3 | 0.9 | -5 | 18 | 0.9 | 0.8 | 0.2 | -0.3 | -8
C=CCOC(=O)C1=C(C)Nc2nnnn2C1c1cccs1 (stereo unspecified) | 5 | nt | 2.7 | 1 | 1 | 3 | 1 | 1 | 2.1 | 0.0 | 6
c1ccc(COc2ccc(OCCCCN3CCCC3)cc2)cc1 | -22 | 2 | 0.5 | 1 | 92* | 17 | 1 | 0.8 | -0.2 | 0.0 | 3
O=C(NCc1ccco1)c1ccc2snnc2c1 | 2 | nt | 1.4 | 1.1 | 3 | 4 | 1.2 | 1 | 21 | -0.5 | -3
COC(=O)c1[nH]c2ccc(C)cc2c1NC(=O)Nc1ccc(OC)cc1 | -25 | nt | 0.3 | 1 | -3 | -4 | 1 | 1 | 1.6 | 0.6 | -8
COc1ccc(C(=O)/C(=C/N(C)C)S(=O)(=O)c2ccccc2)cc1 | 8 | -12 | 2.1 | 1 | -3 | 11 | 1 | 0.9 | -0.9 | 0.5 | -7
CCOC(=O)c1ccc(S(=O)(=O)N2CCN(CC(=O)NC(=O)NC3CCCCC3)CC2)cc1 | 1 | -12 | 0.9 | 1 | -7 | 0 | 1.1 | 1 | 2.1 | -0.3 | 5
CCOC(=O)/C(C#N)=C/C=C1\C=Cc2ccccc2N1CC | 25 | -7 | 6.2 | 0.5 | 1 | 15 | 0.8 | 0.9 | 0.2 | -0.1 | -16
CCN(CC)c1ccc(/C=N/NC(=O)CC(C)C)cc1 | 4 | -6 | 2.5 | 1 | 0 | 5 | 1 | 1 | -0.7 | -0.3 | -12
COc1ccccc1C(=O)C1CCCN(C(=O)c2cn3cc(Cl)ccc3n2)C1 (stereo unspecified) | 5 | -125 | 0.0 | 1 | 5 | 16 | 1 | 0.8 | -0.1 | -0.1 | 4
CSc1ccccc1NC(=O)C1CCCO1 (stereo unspecified) | 14 | 1 | 1.2 | 1.2 | nt | -5 | 1.2 | 1 | nt | nt | nt
Oc1[nH]c2ccccc2c1N=Nc1ccccc1F | 5 | 2 | 6.2 | 1 | 40 | 10 | 1 | 0.9 | 0.0 | -0.3 | 5

In another format: 4 of the compounds above.
Results follow in this order: G6PDH counter	S1P3 antag	RAM inhibit	PMI act hi M6P	L major viab	Diaphorase inh	PMI act	Diaph act CS	Redox H2O2 prof	Hsp70 activator	TLR4 MyD88 comp
CCOC(=O)c1ccc(S(=O)(=O)N2CCN(CC(=O)NC(=O)NC3CCCCC3)CC2)cc1
  1	-12	0.9	1	-7	0	1.1	1	2.1	-0.3	5
CCOC(=O)/C(C#N)=C/C=C1\C=Cc2ccccc2N1CC
  25	-7	6.2	0.5	1	15	0.8	0.9	0.2	-0.1	-16
CCN(CC)c1ccc(/C=N/NC(=O)CC(C)C)cc1
  4	-6	2.5	1	0	5	1	1	-0.7	-0.3	-12
COc1ccccc1C(=O)C1CCCN(C(=O)c2cn3cc(Cl)ccc3n2)C1 (stereo unspecified)
  5	-125	0.0	1	5	16	1	0.8	-0.1	-0.1	4

Next section:
SMILES | G6PDH counter | S1P3 antag | RAM inhibit | PMI act hi M6P | L major viab | Diaphorase inh | PMI act | Diaph act CS | Redox H2O2 prof | Hsp70 activator | TLR4 MyD88 comp
O=C(Nc1cc(S(=O)(=O)N2CCOCC2)ccc1Cl)C(=O)c1c(-c2ccccc2)cc2ccccn12 | 2 | nt | 1.6 | 0.9 | 28 | 14 | 0.9 | 0.9 | -0.8 | -0.3 | 10
CC(c1ccc(F)cc1)n1c(-c2cccs2)n[nH]c1=S (stereo unspecified) | 17 | -37 | 2.7 | 1 | -4 | 23 | 1 | 0.8 | -0.1 | 0.2 | 3
COc1ccc(C(CCO)NC(=O)c2cccs2)cc1OC (stereo unspecified) | 14 | 2 | 2.0 | 0.9 | -2 | 18 | 0.8 | 0.8 | 1.0 | 0.1 | -2
CCc1ccc(OCC(=O)N/N=C/c2cc([N+](=O)[O-])ccc2N2CCOCC2)cc1 | -16 | 10 | 2.1 | 0.9 | 78* | 19 | 0.8 | 0.8 | -0.3 | -0.3 | 1
O=C(CN1CCN(S(=O)(=O)/C=C/c2ccccc2)CC1)Nc1ccc(N2CCOCC2)cc1 | 7 | -15 | 1.0 | 0.9 | 7 | 11 | 1 | 0.9 | -0.9 | -0.4 | 1
CC(Oc1ccc(Br)cc1)c1nc2c3ccccc3nc(=S)n2[nH]1 (stereo unspecified) | 4 | -8 | 2.9 | 0.9 | 0 | 85* | 1 | 0.1 | -0.1 | 0.1 | -1
CCCOc1c(Cl)cc(C(=O)Nc2ccc3c(c2)OCO3)cc1OCC | -3 | nt | 3.7 | 1 | -4 | 6 | 0.9 | 0.9 | 0.0 | -0.1 | -10
COC(=O)c1cc2n(n1)CCN(Cc1ccc(F)cc1)C2=O | -13 | nt | 2.8 | 1 | -6 | -2 | 1 | 1 | 2.2 | 0.0 | 1
CCOC(=O)C1=C(C)Nc2nc(C)nn2C1c1ccc(OC)c(OC)c1 (stereo unspecified) | 14 | -20 | 0.4 | 1 | -4 | 5 | 0.9 | 1 | 0.5 | -0.2 | -2
Cc1ccc(-c2cc(C(F)F)n3ncc(C(=O)N4CCN5CCCC5C4)c3n2)cc1 (stereo unspecified) | 2 | -2 | 2.6 | 1 | 55* | 5 | 1 | 0.9 | 0.0 | -0.3 | -15
COc1ccccc1-n1c([S-])c(C(=O)Nc2ccccc2C(F)(F)F)[n+]2ccc(C(=O)NCCO)cc12 | 4 | -3 | 0.8 | 1.1 | 1 | 11 | 1.4 | 0.9 | -1.1 | -0.1 | 12
CCOCCn1c(SCc2c(F)cccc2Cl)nc2c1c(=O)[nH]c(=O)n2C | 7 | nt | 0.9 | 1 | -3 | 7 | 1 | 0.9 | 1.7 | -0.5 | 5
COCCCNC(=O)CN(CCc1ccccc1)S(=O)(=O)c1ccccc1 | 9 | -14 | 1.8 | 1.1 | -1 | 13 | 1.1 | 0.9 | -0.3 | -0.2 | -12
Cc1sc(NC(=O)c2ccco2)c(C(c2cccnc2)N2CCC(C)CC2)c1C (stereo unspecified) | 3 | nt | 1.3 | 0.9 | 91* | 0 | 0.9 | 1 | 0.4 | -0.3 | -9
Cc1ccccc1-n1nc2c(c1NC(=O)c1cccc(F)c1)CS(=O)C2 (stereo unspecified) | -5 | -23 | -0.5 | 1 | -6 | 20 | 1 | 0.8 | -1.9 | -0.2 | 0
C=CCNC(=O)NC(=O)COC(=O)/C(C#N)=C/c1cc(C)n(CCC(C)C)c1C | 3 | nt | 4.1 | 0.9 | 0 | 23 | 0.8 | 0.8 | -2.6 | 0.0 | 8
CNC(=S)Nc1cccc(C(C)=O)c1 | 4 | 1 | 1.1 | 1 | -2 | 0 | 1 | 1 | -0.1 | -0.4 | 15
O=C(CSCc1ccccc1)NC1CCSC1=O (stereo unspecified) | 5 | 12 | 1.2 | 1 | 3 | 11 | 1 | 0.9 | 2.4 | -0.2 | 3
CCOCCn1c(N(C)Cc2ccccc2)nc2c1c(=O)[nH]c(=O)n2C | 2 | nt | 0.4 | 0.9 | -9 | 12 | 0.9 | 0.9 | 0.2 | -0.3 | 2
CC(=O)OCC1=C(C(=O)O)N2C(=O)C(NC(=O)C(C)Cn3nc(C)c(Cl)c3C)C2SC1 (stereo unspecified) | 4 | -1 | 0.3 | 0.9 | -8 | 19 | 0.9 | 0.8 | -1.1 | -0.1 | 14
O=C(NCCO)c1ccc2[nH]c3c(c2c1)CCCC3 | 0 | -1 | -0.5 | 0.8 | 1 | 18 | 0.9 | 0.8 | -0.2 | -0.1 | -1
COc1cccc(C2CC(c3ccccc3Cl)Nc3ncnn32)c1 (stereo unspecified) | nt | -20 | nt | nt | -3 | nt | nt | nt | 0.9 | -0.2 | -28
O=C1Nc2cc(C(=O)N3CCc4ccccc4C3)ccc2S/C1=C\c1ccccc1 | 7 | -8 | 8.0 | 1 | -9 | 5 | 0.9 | 0.9 | 0.0 | -0.2 | 12
CC(=O)NC(Cc1cccc(F)c1)C(=O)NC1CCN(C(=O)c2ccc(C)cc2)CC1 (stereo unspecified) | 11 | -22 | -0.1 | 0.9 | -5 | 8 | 1 | 0.9 | -0.5 | -0.1 | -9
Cc1ccc(NC(=O)NCc2ccc3[nH]c(C)cc3c2)cc1 | 8 | -5 | 1.2 | 1 | 16 | 12 | 0.9 | 0.9 | -1.2 | -0.2 | 10
